Screening results deposited in PubChem BioAssay by Broad Institute.
E-selectin induc = E-selectin induction on HUVECs | P16581 | HUVEC E-selectin immunofluorescence imaging; normalized: neutral wells 0, TNF-alpha wells 100 | activation, % at 7.58 µM | 260,000 tested, 0.37% active | AID 686992;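 active = mean E-selectin-positive cell signal at least 10% of the positive control, reached in at least 60% of replicates, without over 20% cell loss; inconclusive = no rule given, readout overlaps actives, possibly toxicity-flagged; inactive = the rest, including those meeting only one limit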;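 note: in these data hits start at about 27%; measured in HUVEC primary endothelial cells; signal is the percent of cells scored E-selectin positive by PE staining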
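System: HUVEC / Compound: single concentration / Signal: immunofluorescence imaging / Read-out: percent E-selectin-positive cells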
F508del corr = CFTR F508del correction in bronchial cells | CFBE cells, YFP halide quenching; stimulated with forskolin plus potentiator P3; % fluorescence drop versus neutral controls | activity (quench increase), % at 7.58 µM | 350,000 tested, 0.36% active;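 active = mean added fluorescence quench of at least 8% versus neutral control, with both replicates also reaching 8%; inconclusive = only one of the mean or replicate conditions met; inactive = mean below 8% and not both replicates reaching 8%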;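 note: cells transiently co-express mutant CFTR-F508del with the halide-sensitive YFP; corrector assay measuring rescue of mutant channel to the surface after 24 h compound exposure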
INS-1E GSIS act = GLuc luminescence reporter in INS-1E cells, primary screen for activators of glucose-dependent secretion of insulin | INS-1E GLuc reporter insulin secretion, 2-3 h | activation, % at 16.6 µM | 370,000 tested, 0.61% active | AID 743287;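 active = lowest replicate activation of at least 40%, so every replicate reaches that level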;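 note: 0% = median of neutral control wells and 100% = median of IBMX positive control wells; some compounds called inactive have numbers as strong as hits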
XiGFP reactiv = X-chromosome reactivation activator | activation, % at 7.58 µM | XiGFP mouse fibroblasts, % GFP-positive cells imaging, 3 d; cells co-treated with 5-aza-dC sensitizer; scaled so ellipticine positive control = 100% | 360,000 tested, 0.055% active;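 active = mean normalized replicate activation at least 10% and every replicate at or above 10%; inconclusive = only one of the two criteria met; inactive = mean below 10% and not all replicates reach 10%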;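 note: 0% = median of on-plate neutral control wells and 100% = ellipticine 6 µM median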
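System: 68-5-11 XiGFP fibroblast line | Buffer or medium: DMEM containing 5-aza-dC | Compound: Single point | Times: Compounds 3 days, fix/stain 15 min at room temperature | Benchmarks: Positive control ellipticine, 6 µM final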
DENV2 CPE rescue = DENV2-induced cell death inhibition. DENV2-infected cells, cytopathic effect rescue, plate reader. CPE inhibition, % at 9.99 µM. 350,000 tested, 1.7% active; in the data active = CPE inhibition above about 20%, passing the limit was not always enough; inconclusive = no clear call, values can overlap the other calls; tested in BHK-21 cells;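 note: 0% = median of neutral control wells and 100% = median of positive control wells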
CASP6 VEID inh = inhibitors of human caspase-6; purified caspase-6, Z-VEID-R110 cleavage fluorescence; P55212; AID 686996; 350,000 tested, 0.53% active; inhibition, % at 12.5 µM;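 active = mean inhibition across replicates at least about 35%, with every replicate also reaching that limit, limit read from the data; inconclusive = only one of the two criteria met; inactive = neither criterion met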;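 note: 0% = median of neutral control wells and 100% = no fluorescence left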
Target sequence (P55212 24-179 limits assumed): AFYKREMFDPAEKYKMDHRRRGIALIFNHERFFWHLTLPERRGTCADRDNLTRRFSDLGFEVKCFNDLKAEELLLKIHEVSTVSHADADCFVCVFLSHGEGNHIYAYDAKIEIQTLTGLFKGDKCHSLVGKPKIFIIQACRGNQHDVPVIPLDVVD
Target sequence (P55212 194-293 limits assumed): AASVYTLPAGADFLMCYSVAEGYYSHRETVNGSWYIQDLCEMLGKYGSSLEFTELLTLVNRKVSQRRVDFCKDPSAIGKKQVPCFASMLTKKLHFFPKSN
RAD52 anneal inh = RAD52 (human) annealing inhibition. P43351. recombinant RAD52 DNA annealing, FRET fluorescence. 360,000 tested, 0.46% active. inhibition, % at 18.7 µM;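 active = every replicate showing at least 50% inhibition; inconclusive = mean inhibition at least 50% but not in every replicate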
RAD54 branch = inhibitors of human RAD54 branch migration; Q92698; RAD54 Holliday junction branch migration, FAM/BHQ fluorescence; inhibition, % at 10.4 µM; 360,000 tested, 0.14% active; AID 602329;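 active = mean normalized replicate activity at least 40 and at least half of replicates scoring 40 or more; inconclusive = only one of the two criteria met; inactive = mean below 40 and under half of replicates reaching 40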;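 note: 0% = median of neutral control wells and 100% = median of positive control wells; inhibitors cause a drop in the FAM fluorescence signal; in these data hits start at about 50%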
Target sequence (Q92698 whole entry, looked up): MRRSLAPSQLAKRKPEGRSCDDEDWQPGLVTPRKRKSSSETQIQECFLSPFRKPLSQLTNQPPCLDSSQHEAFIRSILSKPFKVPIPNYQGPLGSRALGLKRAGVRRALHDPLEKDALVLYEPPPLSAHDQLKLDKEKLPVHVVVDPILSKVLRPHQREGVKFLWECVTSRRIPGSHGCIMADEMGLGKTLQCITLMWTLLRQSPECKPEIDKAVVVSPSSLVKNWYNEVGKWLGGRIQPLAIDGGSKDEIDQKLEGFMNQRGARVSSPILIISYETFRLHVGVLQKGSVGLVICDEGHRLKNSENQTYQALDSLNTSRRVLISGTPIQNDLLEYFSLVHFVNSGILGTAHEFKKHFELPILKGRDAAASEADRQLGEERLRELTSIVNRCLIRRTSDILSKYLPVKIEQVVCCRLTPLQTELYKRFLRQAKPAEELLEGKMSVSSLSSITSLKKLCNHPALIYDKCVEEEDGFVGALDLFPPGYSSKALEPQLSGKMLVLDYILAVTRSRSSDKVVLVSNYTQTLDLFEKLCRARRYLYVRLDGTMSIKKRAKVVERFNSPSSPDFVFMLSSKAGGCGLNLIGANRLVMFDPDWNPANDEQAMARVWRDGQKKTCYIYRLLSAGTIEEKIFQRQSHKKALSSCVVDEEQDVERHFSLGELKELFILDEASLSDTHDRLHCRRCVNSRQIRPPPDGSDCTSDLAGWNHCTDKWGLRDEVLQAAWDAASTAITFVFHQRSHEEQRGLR
Active calls of the source: *; ? = inconclusive; nt = not tested or not shown.

SMILES | E-selectin induc | F508del corr | INS-1E GSIS act | XiGFP reactiv | DENV2 CPE rescue | CASP6 VEID inh | RAD52 anneal inh | RAD54 branch
Cc1ccc(S(=O)(=O)CCC(=O)OCc2ccc(Cl)cc2)cc1 | nt | nt | 37 | 0.1 | 6 | 1 | -5 | nt
CC(C)CC1NC(=O)N(CC(=O)Nc2cc(F)ccc2F)C1=O (stereo not drawn) | -0.6 | 1.9 | 1 | 0.1 | 9 | -5 | -15 | 4
CCOCCn1c(N2CCCC2)nc2c1c(=O)[nH]c(=O)n2C | nt | 3.5 | 2 | 0.1 | 3 | -4 | -8 | -9
O=C(COC(=O)c1cccc2ccccc12)Nc1cccnc1Cl | nt | 1.0 | 9 | 0.0 | nt | 1 | -17 | nt
Cc1cc(C)nc(/N=C2/NC(=O)CS2)n1 | nt | -0.1 | 3 | nt | 7 | 5 | -94 | 0
O=C(C[C@@H]1CC[C@H]2[C@@H](COC[C@H](O)CN2C(=O)Cc2ccccc2)O1)NC1Cc2ccccc2C1 | 1.1 | 0.4 | 5 | 0.2 | 0 | -1 | -8 | -10
NS(=O)(=O)c1ccc(NC(=O)c2ccc(COc3ccccc3)o2)cc1 | nt | 6.3 | 12 | 0.0 | -4 | 0 | -24 | nt
O=C(CCCN1C(=O)c2cccc3cccc(c23)C1=O)NCCN1CCOCC1 | -1.4 | -1.6 | 6 | 0.0 | -3 | -1 | -7 | nt
N#Cc1ccc(-c2nc3cc(Cl)ccc3c(=O)n2O)cc1 | 0.1 | 1.1 | -25 | 0.1 | -1 | nt | -3 | -3
O=C(COC(=O)C12CC3CC(CC(C3)C1)C2)Nc1ccccc1F | 0.0 | nt | -27 | 0.7 | nt | nt | nt | 7
COCC(=O)N(C)C[C@H]1Oc2ncc(C3=CCCC3)cc2C(=O)N([C@@H](C)CO)C[C@@H]1C | 0.0 | 1.8 | 11 | 0.7 | -2 | nt | 20 | 1
O=C([C@H]1[C@H](CO)[C@H]2Cn3c(ccc(-c4ccncc4)c3=O)[C@H]2N1CCC(F)(F)F)N1CCOCC1 | 0.3 | -1.0 | -5 | 0.3 | 12 | -3 | -15 | -1
COc1ccc(S(=O)(=O)Nc2ccc3c(c2)CC(=O)N([C@@H](C)CO)C[C@H](C)[C@H](CN(C)S(=O)(=O)c2cccs2)O3)cc1 | 0.2 | -0.2 | 0 | 0.0 | 10 | 1 | 2 | -3
C/C(=N\NC(=O)CN1CCN(Cc2ccccc2)CC1)c1cccs1 | 0.3 | 2.6 | 1 | 0.0 | 0 | -2 | -9 | nt
O=C(COC(=O)/C=C/c1ccc([N+](=O)[O-])cc1)NC(=O)NC1CCCCC1 | 0.4 | 1.8 | -20 | 0.0 | 1 | 1 | -6 | -3
COc1cc2[nH]c3c(=O)n(CCN4CCOCC4)cnc3c2cc1OC | nt | 1.6 | -3 | -0.1 | -1 | 0 | -2 | -17
COc1ccc(NC(=O)c2ccc(CNc3c(N4CCCC4)c(=O)c3=O)cc2)cc1Cl | 0.2 | 1.7 | 4 | 0.2 | -3 | 2 | -15 | 1
COc1ccc(/C=C/C(=O)NC(=S)N2CCCC(C(N)=O)C2)cc1 (stereo not drawn) | 0.0 | -1.7 | 0 | 0.3 | 7 | 3 | 0 | 5
C[C@H]1CN([C@@H](C)CO)C(=O)Cc2cc(NC(=O)Nc3ccc(F)cc3)ccc2O[C@@H]1CN(C)C | nt | 1.1 | 9 | -0.8 | -9 | 1 | 2 | -10
C[C@@H]1CN([C@@H](C)CO)C(=O)c2cc(C#Cc3ccccc3F)cnc2O[C@H]1CN(C)C(=O)Cc1cccnc1 | 0.0 | 0.5 | -19 | 0.4 | 2 | -1 | 2 | 2
COCCSc1nnc(NC(=O)c2cc(C(=O)OC)cc([N+](=O)[O-])c2)s1 | -3.1 | -1.5 | -23 | 0.0 | 11 | nt | -14 | nt
CCCN1C[C@@H](C)[C@H](OC)CN(C)C(=O)c2ccc(NC(=O)c3ccccc3)cc2OC[C@@H]1C | -0.1 | -1.0 | -8 | 0.0 | 2 | nt | 6 | 8
COc1ccc(CNC(=O)C[C@@H]2CC[C@H](NC(=O)c3ccc4c(c3)OCO4)[C@H](CO)O2)cc1 | -0.1 | -2.3 | 1 | -0.2 | -1 | 2 | 2 | 3
O=C(CSc1nnc(CNC(=O)c2ccc(F)cc2)o1)Nc1nccs1 | nt | -3.0 | 10 | 0.2 | 8 | -2 | -22 | -2
CCCC(=O)C1=C(O)C(C(=O)OC)C(C)(C)CC1=Nc1ccc(OC)cc1 (stereo not drawn) | nt | -0.2 | 1 | 0.0 | -2 | -3 | -13 | nt
COCCNC(=O)C(c1ccc(C)cc1)N(C(=O)CCC(=O)Nc1ccccn1)c1cccc(C)c1 (stereo not drawn) | 0.2 | 1.5 | 18 | 0.1 | 7 | nt | 1 | -6
COc1ccc([C@H]2C[C@H](n3cc(-c4ccc(F)cc4)nn3)[C@@H](O)CN2CC2CCCCC2)cc1 | 4.8 | 0.1 | -22 | 0.1 | 8 | -3 | -42 | -7
COc1ccc(NC(=O)C2Cc3c(-c4ccc5c(c4)OCO5)ccnc3O2)cn1 (stereo not drawn) | 1.0 | -0.6 | -22 | -0.1 | 4 | 6 | -126 | 1
COc1ccccc1C(=O)NC(CCSC)C(=O)NCC(c1ccccc1OC)N1CCCC1 (stereo not drawn) | -2.2 | 2.3 | 2 | 0.0 | -3 | -5 | -171 | -4
C[C@@H]1CN([C@@H](C)CO)C(=O)c2cccc(N(C)C)c2O[C@@H]1CN(C)S(=O)(=O)c1cn(C)cn1 | 0.0 | -0.4 | 4 | -0.5 | -2 | -2 | -14 | 3

Laid out differently: 3 of the compounds above
Results follow in this order: E-selectin induc	F508del corr	INS-1E GSIS act	XiGFP reactiv	DENV2 CPE rescue	CASP6 VEID inh	RAD52 anneal inh	RAD54 branch
- COc1ccc(/C=C/C(=O)NC(=S)N2CCCC(C(N)=O)C2)cc1 (stereo not drawn)
 : 0.0	-1.7	0	0.3	7	3	0	5
- COc1ccc(NC(=O)c2ccc(CNc3c(N4CCCC4)c(=O)c3=O)cc2)cc1Cl
 : 0.2	1.7	4	0.2	-3	2	-15	1
- COCCNC(=O)C(c1ccc(C)cc1)N(C(=O)CCC(=O)Nc1ccccn1)c1cccc(C)c1 (stereo not drawn)
 : 0.2	1.5	18	0.1	7	nt	1	-6

The results go on.
SMILES | E-selectin induc | F508del corr | INS-1E GSIS act | XiGFP reactiv | DENV2 CPE rescue | CASP6 VEID inh | RAD52 anneal inh | RAD54 branch
Cc1ccc(C)c(NC(=O)CCC(=O)NNS(=O)(=O)c2ccc(Cl)cc2)c1 | nt | -1.8 | -2 | 0.0 | -8 | -3 | 5 | 9
O=S(=O)(Cc1ccccc1)N1CCCCN2[C@@H](CO)[C@H](c3ccc(-c4ccc(F)cc4)cc3)[C@@H]2C1 | 0.3 | -3.0 | -8 | 0.3 | nt | nt | nt | 13
CCCC1(c2ccccc2)NC(=O)N(CC(=O)Nc2ccc(N3CCOCC3)cc2)C1=O (stereo not drawn) | -0.8 | -6.0 | -10 | 0.1 | ? | 0 | -11 | 9
Cc1ccc(C(c2nnnn2C2CCCC2)N2c3ccccc3CC2C)cc1 (stereo not drawn) | 0.3 | nt | nt | -0.3 | -2 | -2 | -9 | nt
O=C(CN1CCN(c2ccccc2F)CC1)NCc1ccc(Cl)cc1 | nt | -1.0 | -29 | 0.1 | 5 | -4 | -5 | 9
O=C(Nc1ccc(Cl)cc1)c1cccc(S(=O)(=O)Nc2ccccn2)c1 | 0.1 | 2.4 | -8 | 0.0 | 4 | 1 | -11 | -5
c1ccc(Nc2nn[nH]n2)cc1 | nt | 0.7 | 6 | nt | -3 | 3 | -10 | 11
CN(C)C(=O)c1ccc(-c2ccccc2[C@@H]2[C@H](C#N)N(C(=O)C3CC3)[C@H]2CO)cc1 | 0.1 | -0.2 | 5 | 0.0 | -5 | 4 | 2 | nt
N#Cc1ccc(NN=Nc2ccccc2C#N)cc1 | 0.2 | 0.4 | 4 | -0.1 | -2 | -1 | -22 | 0
CN(C[C@H]1N[C@@H](CO)[C@H]1c1ccc(C2=CCCCC2)cc1)S(C)(=O)=O | 0.0 | -7.4 | 1 | 0.3 | -19 | nt | nt | 2
CCOC(=O)c1ccc(NS(=O)(=O)c2ccc3c(c2)n(C)c(=O)n3C)cc1 | -0.2 | 0.6 | -41 | 0.0 | ? | 0 | -12 | 0
Cc1c(Cl)cccc1N/C(SCC(=O)N1CCCCCC1)=C(/C#N)c1nc2ccccc2s1 | 0.5 | nt | -23 | 0.5 | nt | nt | nt | -1
Cc1cc(C)c(S(=O)(=O)Nc2nnc(C(C)C)s2)c(C)c1 | nt | -1.3 | -18 | 0.2 | -10 | -1 | -15 | -2
COc1ccc(C(=O)OCC(=O)c2c(N)n(C)c(=O)n(C)c2=O)c(OC)c1OC | nt | 4.4 | 45* | -0.4 | -5 | 2 | -9 | 2
Cc1ccc(S(=O)(=O)CCc2nnc(NC(=O)C3CCCCC3)s2)cc1 | 1.9 | -0.6 | 7 | 0.7 | 7 | -3 | 4 | 6
COc1cnc(-c2ccccn2)nc1NC(C)C | nt | 1.5 | 10 | 1.4 | -18 | -11 | -41 | nt
COc1cccc(NC(=O)N(C)C[C@@H]2Oc3ncc(C4=CCCCC4)cc3C(=O)N([C@@H](C)CO)C[C@H]2C)c1 | -0.2 | -1.0 | -9 | 0.0 | 3 | 0 | -12 | -2
O=C(C[C@@H]1C[C@@H]2c3cc(NC(=O)Nc4ccccc4)ccc3O[C@@H]2[C@H](CO)O1)NCC1CC1 | 0.2 | 1.1 | 1 | 0.2 | -3 | -5 | -14 | -5
C[C@@H]1CN([C@H](C)CO)C(=O)c2cc(C#Cc3ccc(F)cc3)cnc2O[C@H]1CN(C)C | nt | 1.8 | 1 | 0.5 | -7 | -6 | 16 | 0
Cc1nc(C)c(CCNC(=O)c2ccccc2)s1 | nt | 0.0 | -4 | 0.0 | 10 | -1 | -23 | 3
Cc1ccc(S(=O)(=O)N(C)C[C@H]2OCc3cn(nn3)CCCC(=O)N([C@@H](C)CO)C[C@H]2C)cc1 | 0.3 | 1.1 | -2 | 0.0 | -1 | 1 | -2 | -5
Nc1nc(-c2ccc(Cl)cc2)nn1C(=O)c1cccs1 | nt | 2.6 | 0 | 0.0 | nt | -1 | -16 | -1
CC(C)COc1cccc(C(=O)Nc2ccc(N3CCOCC3)cc2N2CCOCC2)c1 | nt | -3.2 | -3 | -0.1 | -1 | -1 | -10 | nt
CN1CCN(C(=O)CCc2ccc(S(=O)(=O)NC3CCCCC3)cc2)CC1 | nt | 2.6 | -12 | 0.3 | 8 | -8 | -33 | nt
CCN(CC)S(=O)(=O)c1ccc(NC(=O)c2cc(-c3cccs3)nc3ccccc23)cc1 | 0.1 | nt | nt | 0.3 | 8 | 2 | -8 | -3
COC(=O)[C@]1(Cc2ccccc2)N[C@H](CN(C)C(=O)C2CCCCC2)[C@@H]2C(=O)N(Cc3ccccc3)C(=O)[C@@H]21 | 1.5 | 0.4 | -16 | -0.1 | -10 | -1 | -17 | 7
CC(=O)c1ccc(Nc2nc3ccccc3nc2NS(=O)(=O)c2cccs2)cc1 | nt | 2.3 | -46 | 0.3 | -3 | -4 | -24 | -2
